GLS inh = blocks human kidney-isoform glutaminase activity | O94925 | 410,000 compounds, 0.21% hits | Potency, µM (highest dose often 45.5 µM), inactives show at the highest dose activity change, negative = inhibition, actives largely listed as inhibitors | GLS enzymatic activity, qHTS titration; note: potency is the fitted concentration of half-maximal effect; % is set by controls: 0 for no effect and ±100 for the full control effect
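Enzyme dispensed in phosphate buffer (45 mM, pH 8.2, 0.02% Tween-20), compounds pinned in, then 1 mM L-glutamine solution and the glutamate oxidase–HRP–Amplex Red mix added; fluorescence read immediately and again after 30 min at room temperature.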
G9a block = inhibitors of human histone lysine methyltransferase G9a; G9a H3K9 monomethylation, AlphaScreen, 2 h; Q96KQ7; Potency, µM (top dose mostly 102 µM), for inactives: at the highest dose activity, negative = inhibition, most hits filed as inhibitors; 350,000 compounds, 8.8% hits; note: potency is the fitted concentration of half-maximal effect; % is set by controls: 0 for no effect and ±100 for the full control effect; nearly all actives have a fitted effect of over 75% in size
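Compounds were preincubated with 20 nM G9a for 15 min, after which biotinylated H3K9 peptide (500 nM) and SAM (20 uM) started a 2 h room-temperature reaction. Monomethylated product was quantified by antibody-based AlphaScreen chemiluminescence.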
HP1b binding inh = HP1-beta chromodomain-methylated histone interaction inhibition; P83916; AlphaScreen HP1-beta / biotin-H3K9me3 peptide binding; Potency, µM (top dose mostly 114 µM), without a hit: top-dose activity change, negative = inhibition, usual class: inhibitors; 390,000 compounds, 0.56% hits; AID 540317; note: potency is the fitted concentration of half-maximal effect; nearly all actives have a fitted effect of over 70% in size; inactives centre near 23
Target sequence (P83916 whole entry, looked up): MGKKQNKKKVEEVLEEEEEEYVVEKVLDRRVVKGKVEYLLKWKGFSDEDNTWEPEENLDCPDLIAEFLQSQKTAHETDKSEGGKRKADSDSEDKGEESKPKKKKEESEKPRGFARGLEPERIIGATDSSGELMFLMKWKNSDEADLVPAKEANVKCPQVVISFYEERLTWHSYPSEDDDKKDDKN
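HP1-beta protein (50 nM final) preincubated 30 min at room temperature with biotinylated H3(1-18)K9me3 peptide (50 nM) in PBS pH 7.4, 0.01% Tween-20, then compound added for 30 min. AlphaScreen streptavidin donor/nickel chelate acceptor beads (10 ug/mL final), 30 min dark, luminescence read.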
BAZ2B block = BAZ2B (human) inhibition | Q9UIF8 | AlphaScreen BAZ2B-H3K14Ac peptide displacement | Potency, µM (highest dose often 114 µM), inactives show at the highest dose activity change, negative = inhibition, most hits filed as inhibitors | 360,000 compounds, 4.4% hits; note: potency is the fitted concentration of half-maximal effect; % is set by controls: 0 for no effect and ±100 for the full control effect; nearly all actives have a fitted effect of over 60% in size
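BAZ2B (50 nM) with biotin-H3(5-23)K14Ac peptide (50 nM) in PBS pH 7.4, 0.01% Tween-20, preformed 30 min, then compound 30 min at room temperature; top concentration 110uM. AlphaScreen streptavidin donor/nickel chelate acceptor beads (10 ug/mL final), 20 min dark, signal read.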
JMJD2A Tudor = JMJD2A Tudor domain (human) inhibition | O75164 | AlphaScreen JMJD2A-Tudor / H3K4me3 peptide binding | Potency, µM (highest dose often 114 µM), without a hit: top-dose activity change, negative = inhibition, hits mostly inhibitors | 390,000 compounds, 4.4% hits | AID 504339; note: potency is the fitted concentration of half-maximal effect; % is set by controls: 0 for no effect and ±100 for the full control effect; nearly all actives have a fitted effect of over 50% in size
ERG Ets-DNA blk = blocks human ERG Ets domain binding to DNA | Potency, µM (series often up to 76.9 µM), for inactives: at the highest dose FP activity, negative = inhibition, usual class: inhibitors | 370,000 compounds, 0.028% hits | fluorescence polarization, His-ERG Ets domain / labelled DNA | AID 624246; active = well fitted inhibition curve with a large enough effect in the polarisation, with a control signal flat; inconclusive = small, poorly fitted or top-dose-only effect, or effect the other way, or a change in a side signal; inactive = no such curve, though single readings can be large or run the other way; the % refers to the polarisation;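 note: polarization taken with two DNA probes labelled with fluorescein and Texas red; potency is the fitted concentration of half-maximal effect; % of control where 0% means no effect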
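His-tagged ERG Ets domain (1 uM in the protein solution; 300mM KCl, 50mM Tris-HCl, 1mM EDTA, 1mM DTT, pH 7.5) received compound, then a probe mix of 5 nM fluorescein-DNA and 100nM Texas-615-DNA. Fluorescence polarization was read for both dyes.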
RGS4 inh = inhibitors of human regulator of G protein signaling 4; P49798; Transcreener GDP fluorescence polarization, RGS4-accelerated GTP hydrolysis; Potency, µM (highest dose often 114 µM), inactives show at the highest dose activity change, negative = inhibition, usual class: inhibitors; 390,000 compounds, 0.039% hits; AID 504845; note: potency is the fitted concentration of half-maximal effect; % is set by controls: 0 for no effect and ±100 for the full control effect; nearly all actives have a fitted effect of over 75% in size; some results filed as inactive show a strong effect at the top dose
Target sequence (P49798 whole entry, looked up): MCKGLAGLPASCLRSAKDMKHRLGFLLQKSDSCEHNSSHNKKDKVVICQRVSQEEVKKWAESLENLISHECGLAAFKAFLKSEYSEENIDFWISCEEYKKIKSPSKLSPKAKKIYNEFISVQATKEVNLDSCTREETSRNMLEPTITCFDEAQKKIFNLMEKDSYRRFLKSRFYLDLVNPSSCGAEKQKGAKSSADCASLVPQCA
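MLSMR compounds (23 nl, pin-transferred) preincubated 10 min at room temperature with a 500nM (2x) first reagent, then RGS4 at 900nM (2x) plus Transcreener GDP mix added; fluorescence polarization (620/688 nm) read before and after 90 min at 30 °C.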
12-LOX inh = inhibitors of human 12S-lipoxygenase ALOX12; 580,000 compounds, 1.1% hits; AID 1671190; P18054; purified 12hLO, xylenol orange hydroperoxide absorbance; Potency, µM (top dose mostly 108 µM), for the others: at the highest dose activity change, negative = inhibition, most hits filed as inhibitors; note: potency is the fitted concentration of half-maximal effect; % is set by controls: 0 for no effect and ±100 for the full control effect
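Purified human 12hLO (150 nM final) in 25 mM Hepes, 0.01% Triton X-100, pH 7.0 was preincubated 15 min at room temperature with compound. Then 40 uM arachidonic acid was added, 30 min. Hydroperoxide was read by Fe-XO absorbance ratio 573/405 nm.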
PI4K2A block = inhibitors of human PI4K2A; 420,000 compounds, 0.13% hits; Q9BTU6; purified PI4K2A, ADP-Glo luminescence, 1 h; hits give low values; activity change, negative = inhibition, % at 76.9 µM; AID 1346378; in the data active = activity change below about -50%; inconclusive = mostly about -30% to -49%;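 note: -100% = wells without enzyme as full effect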
Target sequence (Q9BTU6 whole entry, looked up): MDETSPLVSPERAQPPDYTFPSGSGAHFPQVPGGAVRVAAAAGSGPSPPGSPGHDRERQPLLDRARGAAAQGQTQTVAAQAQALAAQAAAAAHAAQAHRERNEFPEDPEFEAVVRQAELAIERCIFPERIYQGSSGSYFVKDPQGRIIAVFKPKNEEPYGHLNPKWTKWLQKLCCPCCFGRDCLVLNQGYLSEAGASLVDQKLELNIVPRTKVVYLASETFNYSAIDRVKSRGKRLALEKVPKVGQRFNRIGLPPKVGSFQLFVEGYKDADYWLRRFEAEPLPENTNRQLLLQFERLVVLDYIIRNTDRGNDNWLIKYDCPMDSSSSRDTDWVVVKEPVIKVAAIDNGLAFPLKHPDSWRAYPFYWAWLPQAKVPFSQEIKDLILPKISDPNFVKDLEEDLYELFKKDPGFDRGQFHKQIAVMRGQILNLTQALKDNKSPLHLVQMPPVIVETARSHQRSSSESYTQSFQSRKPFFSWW
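PI4K2A activity was measured by ADP-Glo luminescence: enzyme (4 ug/mL stock) and phosphatidylinositol (1.2 mM stock) in Tris pH 7.5/MgCl2/EGTA/Triton X-100 buffer were reacted with ATP (300 microM stock) for one hour at ambient temperature.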
* = called active by the depositor; ? = inconclusive; nt = no result given; & = joins results of further samples; ! = a repeat was not active; [ ] = remark or other dose. Unless noted, calls come from the whole dose curve; as a rule, active = well fitted curve in the direction sought with a large enough effect; inconclusive = small, poorly fitted or top-dose-only effect, or another doubt; inactive = no such curve, though single readings can be large; an effect the other way counts as inactive or inconclusive. This is a subset, so the mix of outcomes need not match the whole.

GLS inh	G9a block	HP1b binding inh	BAZ2B block	JMJD2A Tudor	ERG Ets-DNA blk	RGS4 inh	12-LOX inh	PI4K2A block	smiles
7%	-9%[12.7 µM]	19%	-13%	-13%	2%	24%	?	-4	COC(=O)[C@@H]1C[C@@]2(O)[C@@H](O)[C@@H](O)[C@@H](O)C[C@H]2N1Cc1cc(OC)cc(OC)c1
-2%	?	21%	?	-21%	-1%	-30%	-41%	-15	O=C(O)c1ccc(-n2nc(C(F)(F)F)c3c2-c2ccoc2CC3)cc1
-1%	21%[59 µM]	21%	0%	-14%	-2%	-8%	-19%	0	COc1ccc(CN(Cc2ccncc2)C(=O)CCC(=O)O)cc1
3%	-29%[59 µM]	66%[activator]	-3%	-4%	?	-34%	3%	2	CCc1[nH]c(=O)c(C#N)c2c1COC(C)(C)C2
-5%	13%[59 µM]	47%[activator]	5%	6%	-8%	2%	-13%	82	Cc1cccc(C)c1NC(=O)COC(=O)c1c2c(nc3ccccc13)/C(=C\c1ccc3c(c1)OCO3)CCC2
42%[activator]	-20%[59 µM]	nt	nt	nt	nt	37%[activator][56.9 µM]	nt	0	Nc1cc(Cl)c(NC2=NCCN2)c(Cl)c1
-6%	-5%[12.7 µM]	26%	-25%	-26%	6%	-15%	nt	2	CCN1C(=NCCc2cccnc2)N[C@@H](c2ccccc2)[C@H](C(=O)OC)[C@H]1C
-4%	?	10%	-28%	-3%	4%	5%	-26%	13	CCc1cccc(CC)c1NC(=O)/C(C#N)=C/c1ccccc1C(F)(F)F
3%	-32%	34%	-14%	-13%	-18%	-1%	-1%	0	C/C=C/c1ccc(OCC(=O)Nc2ccc(C(N)=O)cc2)c(OC)c1
89%[activator]	nt	?	?	-33%	-15%	-22%	-6%	1	COc1ccc(/C=N/Nc2nc(-c3ccc(C)cc3)c(NC(C)=O)s2)cc1OC
-3%	37%[12.7 µM]	57%[activator]	5%	18%	-10%	4%	nt	-9	CCc1noc(C)c1C(=O)Oc1ccc(N(C)S(=O)(=O)c2ccc(C)cc2)cc1
18%	nt	-25%	-4%	-13%	1%[15.4 µM]	?	-8%	0	O=C(CCC(=O)N(CC(=O)NC1CCCCC1)CC1CCCO1)Nc1nccs1 (stereo not drawn)
-2%	17%	-5%	-3%	-25%	8%	11%	-1%	1	COc1cccc(NC(=O)N2CCCC2C(=O)Nc2cc(C)ccc2OC)c1 (stereo not drawn)
11%	20µM*	-6%	-24%	-31%	14%	-2%	?	-1	Cc1oc2c(cc(NS(=O)(=O)c3ccc4c5c(cccc35)C(=O)N4)c3ccccc32)c1C(=O)OC(C)C
38%[activator]	8%[59 µM]	14%	-21%	-26%	-3%	-20%	-3%	-2	Cc1ccc(S(=O)(=O)NNC(=O)c2sc3nc(C)cc(C)c3c2-n2cccc2)cc1
-2%	0%	31%	1%	-11%	-2%	31%	16%	-5	COC(=O)c1[nH]c2c(c1C)C(=O)CC(c1cc(OC)c(OC)c(OC)c1)C2 (stereo not drawn)
0%	19%[2.33 µM]	23%	-23%	?	1%	-30%	20%	-3	Cc1cc(Br)c(OCc2ccc(C(=O)N/N=C/c3ccc[nH]3)cc2)c(Br)c1
13%	-21%[59 µM]	-4%	?	?	2%	-12%	7%&0%	-5	CCCn1c(NCc2ccco2)nc2c1c(=O)n(C)c(=O)n2C
1%	nt	11%	nt	-20%	1%	-1%	-7%	0	c1ccc2scnc2c1
0%	0%[12.7 µM]	28%	?	-8%	9%	-9%	-4%	1	Cc1nc(NCc2ccccc2)c2cc[nH]c2n1
-6%	19%[12.7 µM]	31%	-10%	-11%	0%	-3%	2%	-5	CC(C)Cc1nnc(NC(=O)Nc2ccccc2)s1
2%	-49%[59 µM]	15%	-21%	-17%	4%	19%	-8%	3	O=C(COc1ccc([N+](=O)[O-])cc1)NCCC1=CCCCC1
3%	17%	37%	-12%	-9%	-3%	16%[56.9 µM]	nt	1	CCOc1ccc(/C=C2\SC(=O)N(c3ccc(O)cc3)C2=O)cc1OC
2%	-30%	3%	9%	-15%	1%	0%	9%	-1	C/C(=N\NC(=O)c1cccc(S(=O)(=O)N2CCCC2)c1)c1ccco1
1%	11%[12.7 µM]	61%[activator]	-5%	1%	3%	-22%	-7%	0	CC(=O)NCCc1ccc(C(=O)CSc2nnc(C3CC3)n2C2CC2)cc1
22%	4%	15%	3%	-2%	0%	18%	-39%	2	CCN(CC)c1nc(OC)nc(-n2nnc(C(C)=O)c2C)n1
-28%	2%[59 µM]	9%	8%	-10%	-13%	7%	-4%	-3	COc1nc(C#N)c(N2CCOCC2)o1
12%	20µM*	14µM*	5.6µM*	18µM*	-3%	-4%	-6%	-6	CCOc1ccc(N=Nc2cc(C(C)C)ccc2O)cc1
-2%	2%	34%[activator]	9%	14%	8%	-32%	?	-1	CCn1nc(NC(C)=O)c2cc3cccc(C)c3nc21
-5%	10µM*	15%	-8%	-16%	11%	-6%	-28%	0	COc1cc(NC(=O)CN2CCN(c3ccccc3O)CC2)c(C)cc1[N+](=O)[O-]

Fetched by structure from the entries so far, three records:
GLS inh	G9a block	HP1b binding inh	BAZ2B block	JMJD2A Tudor	ERG Ets-DNA blk	RGS4 inh	12-LOX inh	PI4K2A block	smiles
7%	-9%[12.7 µM]	19%	-13%	-13%	2%	24%	?	-4	COC(=O)[C@@H]1C[C@@]2(O)[C@@H](O)[C@@H](O)[C@@H](O)C[C@H]2N1Cc1cc(OC)cc(OC)c1
-6%	19%[12.7 µM]	31%	-10%	-11%	0%	-3%	2%	-5	CC(C)Cc1nnc(NC(=O)Nc2ccccc2)s1
-3%	37%[12.7 µM]	57%[activator]	5%	18%	-10%	4%	nt	-9	CCc1noc(C)c1C(=O)Oc1ccc(N(C)S(=O)(=O)c2ccc(C)cc2)cc1

(next part)
GLS inh	G9a block	HP1b binding inh	BAZ2B block	JMJD2A Tudor	ERG Ets-DNA blk	RGS4 inh	12-LOX inh	PI4K2A block	smiles
12%	7%	28%	1%	-8%	5%	-6%	-12%	0	C=CCNC(=S)N1CCN(c2cccc(C(F)(F)F)c2)CC1
11%	-2%	16%	0%	-4%	-9%	8%	0%	-2	CN(C)/C=C(\C#N)C(=O)N/N=C/c1ccc(F)cc1
18%	11µM*!	-25%	nt	?	10%	-16%[56.9 µM]	?	-67*	Cc1ccc(O)c(N=Nc2ccccc2)n1
-11%	nt	47%[activator]	nt	-26%[11.4 µM]	-9%	-12%[11.4 µM]	?	-2	Cc1ccc(NC(=S)NC(=O)c2ccc(-c3ccccc3)cc2)cc1
8%	nt	39%	-2%	-8%	15%	14%	-16%	-1	COc1ccc(CN2CC(C(=O)NC3CCCCC3)CC2=O)cc1 (stereo not drawn)
-1%	40µM*	30%	?	-18%	-1%	-28%	-13%	-7	O=C(CCc1nc2ccccc2s1)Nc1cccnc1
-1%	28µM*	0%	22µM*	?	9%	12%	1%	-1	Cc1ccc(C2c3c(-c4cc(C)ccc4O)n[nH]c3C(=O)N2Cc2ccco2)cc1 (stereo not drawn)
2%	?	-35%	56µM*	40µM*	-12%	?	?	6	CC[n+]1c(/C=C2\C=C(C)CC(C)(C)C2)sc2ccccc21
4%	-13%	59%[activator]	2%	-10%[57.1 µM]	-12%	-29%[56.9 µM]	?	-2	CCOC(=O)C1=C(C)OC(N)=C(C#N)C1c1ccc(O)c(OC)c1 (stereo not drawn)
-4%	nt	3%	-8%	-33%	2%	15%	3%	0	COc1ccc(C(=O)C2CCCN(Cc3cccn3-c3nccs3)C2)cc1OC (stereo not drawn)
-6%	nt	5%	-13%	-4%	-5%	-25%	130%[activator]	-4	COc1ccc2c(=O)cc(-c3ccccc3F)oc2c1
1%	-2%	26%	1%	-29%	2%	2%	3%	-8	Cc1cc(Nc2ccccc2Cl)n2nnnc2n1
2%	14%	13%	1%	-12%	9%	-7%	-37%	-3	CCc1cc(CNC(=O)c2cc(COc3ccc(C)nc3)on2)on1
-5%	14%[59 µM]	20%	27%	1%	4%	-2%	13%	-3	COc1ccc(S(=O)(=O)N2CCC(C(=O)NCc3cccnc3)CC2)cc1OC
-1%	?	0%	-29%	?	3%	?	2%	-5	NC(=O)C1CCN(C(=O)CN2CCc3ccccc32)CC1
5%	?	27%	4%	-6%	2%	28%	6%	2	C=CCn1c(SCC(=O)NCc2cccs2)nnc1C1CCCCC1
3%	-1%[0.501 µM]	7%	11%	-15%	6%	-4%	0%	-2	O=C(CC1SC(N2CCCC2)=NC1=O)Nc1ccc(C(=O)NCc2ccc(F)cc2)cc1 (stereo not drawn)
2%	-4%[59 µM]	7%	5%	-10%	1%	24%	?	3	COc1cccc(CNC(=O)N2CCN(c3ccccc3C)CC2)c1
8%	?	18%	-31%	-10%	5%	19%	6%	-2	CC(NC(=O)[C@H](NC(=O)[C@@H]1Cc2ccccc2CN1)c1ccccc1)c1ccccc1 (stereo partly drawn)
0%	?	8%	12%	1%	4%	-5%	?	-2	CC(C)n1c(SCC(N)=O)nc2c1c(=O)[nH]c(=O)n2C
-1%	18%	66%[activator]	16%	1%	-1%	-2%	8%	-3	COc1cc(SC)ccc1C(=O)Nc1ccncc1

High-throughput results deposited in PubChem by National Center for Advancing Translational Sciences (NCATS).
